Screening data: PubChem BioAssay, The Scripps Research Institute Molecular Screening Center
OX1R antag-1 = antagonists of human orexin 1 receptor (OX1R) | Orexin/Hypocretin receptor type 1 (Homo sapiens), O43613 | OX1R-expressing cells, FRET antagonist read-out | inhibition, % at 6.6 µM | actives 1.8% (n = 330,000) | AID 485270, 2010; in the data active = inhibition mostly above about 38%, no sharp cut-off; inactive = mostly below about 40%;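 also: 0% = agonist challenge alone and 100% = reference antagonist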
Target sequence (O43613 whole entry, looked up): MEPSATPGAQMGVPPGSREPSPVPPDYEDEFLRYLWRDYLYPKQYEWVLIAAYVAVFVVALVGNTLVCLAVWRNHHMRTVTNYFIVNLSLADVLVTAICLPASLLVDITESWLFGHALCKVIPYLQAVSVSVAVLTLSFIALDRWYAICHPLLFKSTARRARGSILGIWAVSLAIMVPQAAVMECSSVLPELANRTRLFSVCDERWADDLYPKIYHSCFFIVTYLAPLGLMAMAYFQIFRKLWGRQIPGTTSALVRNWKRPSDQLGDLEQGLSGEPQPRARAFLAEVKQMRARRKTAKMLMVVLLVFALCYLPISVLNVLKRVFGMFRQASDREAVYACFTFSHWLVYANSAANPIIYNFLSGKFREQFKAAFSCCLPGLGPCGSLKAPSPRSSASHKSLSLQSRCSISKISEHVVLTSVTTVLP
OX1R antag-2 = OX1R (HCRTR1) antagonists, primary screen, fluorescence, CHO/OX1R cells, Fluo-8 calcium, orexin A. Orexin/Hypocretin receptor type 1 (Homo sapiens), O43613. Fluo-8 calcium fluorescence. inhibition, % at 5 µM. actives 0.43% (n = 330,000). AID 434989, 2010;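 active = inhibition above its plate's threshold, mean inhibition of all tested compounds on the plate plus 3 SD, cut at about 37% in these data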;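 also: 0% = orexin A challenge wells and 100% = SB-334867-A antagonist wells; not every result past the cut was called active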
Starred values were filed as active, the others as inactive. Random draw from the library (roughly 2.1% active in at least one column).

SMILES	OX1R antag-1	OX1R antag-2
CCOC(=O)C(C(=O)N1CCOCC1)C1CCCCC1 (centres undefined)	9	2
O=C(NCCc1ccccc1)C1(S(=O)(=O)c2ccc(Cl)cc2)CC1	8	-26
Cn1cc(C(=O)N2CCCC(Nc3ccc(F)cc3)C2)c2ccccc21 (centres undefined)	41	-46
Cc1ccc(OCC(=O)N2CCOCC2)cc1C	5	10
C=CCn1c(SCC(=O)c2c(N)n(CCC)c(=O)n(C)c2=O)nc2sc(CC)cc2c1=O	20	-40
Cc1cc(C)cc(NC(=O)CCN2C(=O)c3ccccc3S2(=O)=O)c1	22	-10
C=CCN(CC=C)S(=O)(=O)c1ccc(C(=O)Nc2nnc(COC)o2)cc1	7	-9
COc1ccccc1NC(=O)c1nn(C)cc1Br	14	-16
Cc1ccc(NC(=O)Cn2cnc(C(=O)Nc3ccc(C)c(C)c3)n2)cc1C	7	-1
Cc1ccc(CN2CCN(CC(=O)N=Nc3c(O)[nH]c4ccccc34)CC2)cc1	66*	-1
COc1ccc(Cn2c(C)c(C)c(C#N)c2NC(=O)Nc2ccc(Cl)cc2)cc1	9	-15
CC(OC(=O)C1CSC2(c3ccc(F)cc3)CCC(=O)N12)C(=O)NC(N)=O (centres undefined)	10	-17
COc1ccc(Br)c(C(=O)NNC(=O)c2ccc(NS(=O)(=O)c3cccs3)cc2)c1	21	9
CCOC(=O)C(O)(CCC(O)(C(=O)OCC)C(=O)OCC)C(=O)OCC	6	-6
O=C(CCN1C(=O)c2ccccc2S1(=O)=O)Nc1ccc(F)cc1F	30	-23
COc1cc(OC)cc(C(=O)N(CN2CCCC2=O)c2ccccc2OC)c1	7	-10
COc1cc(/C=N/NC(=O)NC23CC4CC(CC(C4)C2)C3)ccc1OCC(N)=O	0	-22
O=C(NCc1ccccn1)c1ccc2c(c1)N(Cc1ccccc1)CCS2	30	-33
O=C(Cc1ccc(Cl)cc1)c1c[nH]c(C(=O)NCc2cccnc2)c1	-14	-14
O=C(c1ccc(Cn2ccc([N+](=O)[O-])n2)cc1)N1CCN(Cc2ccccc2)CC1	5	-19
CCC(C)Sc1ccc([C@H]2N[C@@](Cc3ccccc3)(C(=O)OC)[C@H]3C(=O)N(CC)C(=O)[C@@H]23)cc1OC (some centres undefined)	1	-28
CCOc1ccc(NC(=O)C2CC(=O)NC(N3CCc4ccccc43)=N2)cc1 (centres undefined)	13	-28
Cc1cccc(C)c1NC(=O)COc1ccccc1C(=O)Nc1ccc(Br)cn1	12	-23
CCOc1cccc(C2/C(=C(\O)c3ccc4c(c3)OCCO4)C(=O)C(=O)N2Cc2ccncc2)c1 (centres undefined)	11	-7
CCCCCC(=O)Nc1ccc(S(=O)(=O)Nc2ccc(Cl)nn2)cc1	17	-8
CCOc1ccc(C2NC(=O)c3n[nH]c(C)c32)cc1 (centres undefined)	15	-1
CN(CCCC(=O)O)c1ccc(N=Nc2ccc([N+](=O)[O-])cc2)cc1	13	-7
Cc1cc(=O)[nH]c(-n2[nH]c(C)cc2=O)n1	16	-12
COc1cc(/C=C(/C#N)c2ccccc2)ccc1Oc1ccc([N+](=O)[O-])cn1	17	-8
Cc1cc(NC(=O)C(C)Sc2nnc(NCc3ccco3)s2)no1 (centres undefined)	-1	6
CC1(CC(=O)N/N=C/c2ccc(-c3cccc(C(F)(F)F)c3)o2)OCCO1	8	-3
O=[N+]([O-])c1ccccc1/C=C/C=N/n1c(-c2cc(-c3ccccc3)n[nH]2)n[nH]c1=S	20	-11
O=C1CCC(C(=O)N2CCCC(C(=O)c3ccc4ccccc4c3)C2)=NN1 (centres undefined)	16	-22
CC(C)(C)OC(=O)C[C@H]1C/C=C\C[C@H](CC(=O)NCCO)C(=O)NCCOC1=O	3	-7
O=C(COC(=O)C1(c2ccc(F)cc2)CCCC1)NCc1ccco1	19	-17
COCc1cc(=O)[nH]c2c1c(-c1ccccc1)nn2C	5	-13
C=CCC1(CC=C)CCCN1C(=O)CC1C(=O)NCCN1Cc1ccc(OC)c(OC)c1 (centres undefined)	10	-31
CCN(CC)C(=O)CSc1nnc(-c2c[nH]c3ccccc23)o1	78*	-16
CCCO/N=C1/C(=O)N(c2ccccc2)c2ccccc21	19	-40
N#Cc1nc(-c2ccco2)oc1NCCCN1CCOCC1	9	0
COc1ccc(/C=C/C(=O)OCC(=O)N(C)CC(=O)Nc2ccc(C)cc2)c(OC)c1	2	-21
O=C(CCCN1C(=O)/C(=C/c2ccccc2Cl)SC1=S)NCCCN1CCOCC1	14	-18
COc1cc(CNCCN(C)C)c(Br)cc1OCC(=O)NCc1ccccc1	19	-24
CCOc1ccccc1NC(=O)C1CCCN(C(=O)NCc2ccccc2)C1 (centres undefined)	29	-6
Cc1ccccc1OCC(=O)OCC(=O)NCCc1ccccc1	0	9
COC(=O)c1cc2ccccc2oc1=O	31	-21
COC(=O)c1ccc(COC(=O)c2ccc(N(C)C)cc2)cc1	14	-19
O=C(COc1ccc2ccc(=O)oc2c1)c1ccccc1	6	-16
COc1ccccc1NC(=O)NCC(c1ccco1)N1CCCCC1 (centres undefined)	10	-16
CC(C)C(=O)Nc1sc2c(c1C(N)=O)CCN(Cc1ccccc1)C2	15	-21

5 records picked at random from the list so far:
SMILES	OX1R antag-1	OX1R antag-2
CCOc1ccccc1NC(=O)C1CCCN(C(=O)NCc2ccccc2)C1 (centres undefined)	29	-6
COC(=O)c1cc2ccccc2oc1=O	31	-21
O=C(CCCN1C(=O)/C(=C/c2ccccc2Cl)SC1=S)NCCCN1CCOCC1	14	-18
Cc1ccccc1OCC(=O)OCC(=O)NCCc1ccccc1	0	9
COc1ccccc1NC(=O)NCC(c1ccco1)N1CCCCC1 (centres undefined)	10	-16

Sorted by the number under OX1R antag-2 (high to low): 4 from the list above.
SMILES	OX1R antag-1	OX1R antag-2
COc1ccccc1NC(=O)NCC(c1ccco1)N1CCCCC1 (centres undefined)	10	-16
O=C(CCCN1C(=O)/C(=C/c2ccccc2Cl)SC1=S)NCCCN1CCOCC1	14	-18
COC(=O)c1ccc(COC(=O)c2ccc(N(C)C)cc2)cc1	14	-19
COc1ccc(/C=C/C(=O)OCC(=O)N(C)CC(=O)Nc2ccc(C)cc2)c(OC)c1	2	-21

The results go on.
SMILES	OX1R antag-1	OX1R antag-2
Cc1cccc(NC(=O)C2CCN(S(=O)(=O)c3c(C)[nH]c(=O)[nH]c3=O)CC2)c1	7	-15
Cc1ccc2oc(=O)n(Cc3ccccc3OC(C)C)c2c1	20	-14
COc1cc(C(=O)NCC(c2ccc(F)cc2)N2CCOCC2)ccc1OCc1ccccc1Cl (centres undefined)	20	-36
O=C(COc1ccccc1Cl)NC(=S)Nc1ccccc1N1CCCC1	8	-32
CC(C)OC(=O)CSc1nnc(Cc2ccccc2)n1Cc1ccco1	19	-18
CCOC(=O)c1c(C)[nH]c(C)c1S(=O)(=O)N(C)CC(=O)Nc1ccccc1F	11	-3
CC1Cc2ccccc2N1C(=O)CSc1nncn1C (centres undefined)	4	-6
CCC(C)NC(=O)Cn1cnc2sc(C)c(S(=O)(=O)N3CCN(c4ccccc4OC)CC3)c2c1=O (centres undefined)	-4	-34
CC(=O)N/C(=C\c1ccccc1)C(=O)OCc1ccccc1	33	-13
CC(C)(O)/C=C/C(=O)[C@](C)(O)C1[C@H](O)C[C@@]2(C)C3CC=C4C(C=C(O[C@@H]5O[C@H](CO)[C@@H](O)[C@H](O)[C@H]5O)C(=O)C4(C)C)[C@]3(C)C(=O)C[C@]12C (some centres undefined)	4	-2
O=C(/C=C/c1ccc(Cl)c(Cl)c1)NC1=NCCS1	14	-17
O=C(COC(=O)c1cccnc1Cl)Nc1ccc(N2CCCCC2)cc1	6	-7
CCOc1ccc(/C=N/NC(=O)c2ccc(Cn3cc(Br)cn3)o2)cc1	19	-19
CC(C)c1ccc(C(=O)NN2C(=O)C3CCCCC3C2=O)cc1 (centres undefined)	14	-1
COc1ccccc1-n1c(SCC(=O)Nc2ccc3c(c2)OCO3)nc2c(c1=O)SCC2	23	-13
c1ccc(-c2csc3ncnc(NCc4ccccn4)c23)cc1	17	-13
COc1ccc2ccc(OCC(=O)Nc3cc(C)on3)cc2c1	5	-23
O=C(COC(=O)CCN1C(=O)C2CC=CCC2C1=O)Nc1ccc([N+](=O)[O-])cc1 (centres undefined)	16	-6
OC(CNCc1ccc2c(c1)OCO2)COc1ccccc1 (centres undefined)	20	-11
CCc1ccc(NC(=S)NC2CC3CCCC(C2)N3Cc2ccccc2)cc1 (centres undefined)	9	-31
O=C1COc2ccccc2N1Cc1c(F)cccc1Cl	8	-24
COc1ccc(CNc2ncnc3sccc23)cc1	20	10
CCCCNC(=O)N1CCN(C(c2ccccc2)c2ccccc2)CC1	1	-35
Cc1ccc(S(=O)(=O)N2CCOCC2)cc1C(=O)N1CCN(S(=O)(=O)c2cccs2)CC1	4	-13
O=C1COc2ccc(C(=O)CSc3ccc(Br)cc3)cc2N1	6	9
C=CCN(CC=C)C(=O)CCc1nnc(CCc2c[nH]c3ccccc23)o1	-2	-31
Cc1ccc(-c2[nH]nc3c2C(c2cccnc2)C(C#N)=C(N)O3)cc1 (centres undefined)	-2	-10
COc1ccc(Cl)cc1N1C(=O)CN(Cc2cc(OC)c(OC)c(OC)c2)C1=S	23	-10
O=C(CSc1nc2c(c(=O)n1-c1ccc(Cl)cc1)SCC2)Nc1ccc2c(c1)OCCO2	19	-28
COc1ccc(NC(=O)N(C)C[C@H]2Oc3c(NC(=O)Nc4ccc(C(F)(F)F)cc4)cccc3C(=O)N([C@H](C)CO)C[C@@H]2C)cc1	20	12
COc1ccc(N2CCN(S(=O)(=O)c3c(C)nc4scc(C)n4c3=O)CC2)cc1	7	-23
O=C(CNC(=O)c1ccc(Br)cc1)NCc1cccnc1	2	-5
COc1ccccc1N1CCN(S(=O)(=O)c2ccc3c(c2)oc(=O)n3C)CC1	12	-9
COc1ccc(S(=O)(=O)NCC2CCCO2)cc1NC(=O)c1ccccc1 (centres undefined)	5	-14
COCCn1nnnc1C(c1ccccc1OC)N1CCc2ccccc2C1 (centres undefined)	9	-8
COc1ccc(/C=N/Nc2nncc3ccccc23)cc1	16	-5
CCOc1ccc2[nH]cc(C(=O)O)c(=O)c2c1	7	-14
O=C(CCCC(=O)N(CC(=O)NC1CCCCC1)CC1CCCO1)Nc1ccccn1 (centres undefined)	33	-11
CCOC(=O)C1(Cc2ccccc2)CCCN(Cc2cccc(C(C)=O)c2)C1 (centres undefined)	10	-25
COc1ccc(-c2csc3ncn(-c4ccccc4OC)c(=O)c23)cc1OC	23	-20
CC(C)(C)NC(=O)NC(=O)CN1CCN(c2ccccc2)CC1	12	-1
COC(=O)CC1(C(=O)OC)Oc2ccc(Br)cc2C(=O)N1c1cc(Cl)cc(Cl)c1 (centres undefined)	12	-11
Cc1nn(-c2ccccc2)c(C)c1NC(=O)COC(=O)CCc1ccccc1	26	-9
CN(C)c1cc(-c2ccc(Br)cc2)oc(=O)c1Cl	44	-10
C=CCn1c(SCC(=O)Nc2ccc(C(=O)OCC)cc2)nnc1-c1sc(N)nc1C	24	-8
C=CCN1C(=O)c2ccc(C(=O)Nc3ccccn3)cc2C1=O	40	-18
CCOC(=O)c1ccccc1NC(=O)CSC(C)C(=O)Nc1cc(C)on1 (centres undefined)	22	-32
CCn1nc(C)c(/C=N\NC(=O)c2cccc(OC)c2)c1C	24	-7
c1cncc(-c2nnc(SCc3cccc4ccccc34)o2)c1	26	-27
Cc1nc2ccccc2n2c(-c3ccccc3)c3c(=O)n(C)c(=O)n(C)c3c12	12	-40
Continued.
SMILES	OX1R antag-1	OX1R antag-2
O=C(O)C1CC=CCC1C(=O)Nc1cc(Cl)ccc1Cl (centres undefined)	5	-16
Cc1cccc(NCC(=O)N/N=C\c2cccc(Oc3ccccc3)c2)c1	7	-13
COc1ccc(C)cc1S(=O)(=O)N1CCN(C/C=C/c2ccccc2)CC1	12	-14
CCN=C1SC(CC(=O)NCc2ccccc2)C(=O)N1CC (centres undefined)	8	-14
Cc1ccc(NS(=O)(=O)Cc2ccccc2)cc1Cl	-13	-1
Cc1ccc(NC(=O)CCC(=O)c2cccs2)cc1	4	-6
Cc1ccc(-c2cn3nc(C)c(C)nc3n2)cc1	36	-39
CCOc1cc(/C=N/NC(=O)c2ccncc2)ccc1OC(=O)c1ccco1	10	-6
CC1CCCC(NC(=O)CCCn2c(=S)[nH]c3ccccc3c2=O)C1C (centres undefined)	18	-35
CCOC(=O)c1c(NC(=O)C(C)NCc2ccco2)sc2c1CCC(C)C2 (centres undefined)	29	-43
c1ccc(-c2cc(NCCN3CCCCC3)c3ccccc3n2)cc1	2	-26
CCN1CCCC1CNC(=O)c1ccc(CS(=O)(=O)c2ccccc2C)o1 (centres undefined)	17	-22
O=C(c1ccc(CS(=O)c2ccccc2Cl)o1)N1CCN(c2ccccc2)CC1 (centres undefined)	11	-23
CN(C(=O)CSc1nc(N)cc(N)n1)C1CCS(=O)(=O)C1 (centres undefined)	5	-8
CCN(CC)S(=O)(=O)c1cccc(NC(=O)COC(=O)C2=COCCO2)c1	0	-8
CC(C)C1Oc2ccccc2N(CC(=O)NCCCN2C(C)CCCC2C)C1=O (centres undefined)	15	-20
CC(C)NC(=S)Nc1ccc2nc3n(c(=O)c2c1)CCCCC3	31	-19
O=[N+]([O-])c1nn(-c2ccccc2)n(O)c1=NCCc1ccccc1	33	-16
